Screening data: PubChem, several laboratories
Mtb RmlCD inh = M. tuberculosis RmlC/RmlD coupled enzyme inhibitors, primary screen, biochemical, compound mixtures, 384-well, from 1536-well plates; inhibition, % at 3.6 µM; AID 1533, 2009; 0.03% of 160,000 active; dTDP-4-dehydrorhamnose reductase (Mycobacterium tuberculosis (strain ATCC 25618 / H37Rv)) …; RmlC+RmlD coupled enzyme assay, percent inhibition; primary screen in compound mixtures; in the data active = inhibition mostly above about 34%, no sharp cut-off; inconclusive = no clear call, values can overlap the other calls; inactive = mostly below about 22%; note: some results filed as inactive read as strong as hits
Target sequence (P9WH09 whole entry, looked up): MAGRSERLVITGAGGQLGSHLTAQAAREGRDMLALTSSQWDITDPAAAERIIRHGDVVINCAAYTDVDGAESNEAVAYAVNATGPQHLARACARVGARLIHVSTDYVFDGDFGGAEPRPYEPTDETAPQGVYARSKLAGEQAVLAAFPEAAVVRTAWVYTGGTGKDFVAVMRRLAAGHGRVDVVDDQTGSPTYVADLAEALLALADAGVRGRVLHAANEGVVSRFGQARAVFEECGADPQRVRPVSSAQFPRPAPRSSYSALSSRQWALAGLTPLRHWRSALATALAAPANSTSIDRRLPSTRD
Target sequence (P9WH11 whole entry, looked up): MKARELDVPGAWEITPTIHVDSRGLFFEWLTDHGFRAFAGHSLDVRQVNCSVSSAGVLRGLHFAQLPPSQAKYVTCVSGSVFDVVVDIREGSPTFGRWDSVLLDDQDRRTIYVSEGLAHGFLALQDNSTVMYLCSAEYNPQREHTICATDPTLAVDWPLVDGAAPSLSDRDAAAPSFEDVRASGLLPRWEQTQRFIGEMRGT
M. tuberculosis GlmU = inhibition of mycobacterial GlmU enzyme – biochemical, glucosamine-1-phosphate acetyltransferase (AID 1376) | Bifunctional protein GlmU (Mycobacterium tuberculosis (strain ATCC 25618 / H37Rv)) | M. tuberculosis GlmU acetyltransferase enzyme assay; higher % means a stronger effect | one-dose inhibition, %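 (tested at 30 µM in the primary screen)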; IC50 in µM for titrated hits | 0.25% of 220,000 active; in the data active = inhibition above about 13%; inconclusive = no clear call, values can overlap the other calls;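 note: 0% = complete reaction with vehicle and 100% = reaction without substrate; strong numbers were not always called active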
* hit, by the source's call; ? = inconclusive; . = no result given. A portion of the library (hit frequency here may not be typical).

SMILES | Mtb RmlCD inh | M. tuberculosis GlmU
N/C(=N\N=C\c1ccco1)SC1CC(=O)N(c2ccc(C(=O)O)cc2)C1=O (stereo unspecified) | -13 | -2.1%
COc1ccc(C2CCCN2C(=O)Nc2ccc(C)c(C)c2)cc1OC (stereo unspecified) | . | 0.8%
CC(C)CN(CC(C)C)S(=O)(=O)N1CCC(C(=O)NCc2ccco2)CC1 | 16 | -3.6%
Cc1cccnc1NC(=S)NC(=O)c1cccs1 | 12 | -27%
Cc1noc(C)c1C(=O)OCC(=O)Nc1ccccc1Oc1ccccc1 | -7 | -3.1%
Cc1ccc(NC(=O)c2c([N+](=O)[O-])c(C(C)(C)C)nn2C)cc1 | -3 | -5.0%
COC(=O)c1cc(S(=O)(=O)N2CCOCC2)c(N2CCOCC2)cc1N1CCOCC1 | . | 7.3%
Cc1nc2c(sc3nc(N4CCOCC4)c4c(c32)CC(C)(C)OC4)c(-c2ccc(Cl)cc2)c1C(=O)O | 10 | -2.2%
CC(C)C(c1nnnn1Cc1ccccc1)N(Cc1ccco1)Cc1cccs1 (stereo unspecified) | -3 | 1.6%
Clc1ccc(-c2ncc3ccccn23)c(Cl)c1 | -7 | -3.7%
COc1ccc(NC(=S)N2CCc3ccccc3C2)cc1OC | -5 | 1.7%
CCOC(=O)CC(NC(=O)c1ccco1)c1ccc(C)cc1 (stereo unspecified) | 1 | 2.9%
CC(C)C(=O)Nc1ccc(O)c(-c2csc(N)n2)c1 | -5 | 3.7%
Nc1c(C(=O)NCCN2CCOCC2)c2nc3ccccc3nc2n1-c1ccc2c(c1)OCO2 | 2 | -8.2%
c1ccc2c(c1)CNc1ccccc1O2 | 20 | -4.2%
O=C(/C=C/c1ccc(Cl)c([N+](=O)[O-])c1)Nc1ccc(N2CCCC2)c(Cl)c1 | -4 | 1.1%
COC(=O)c1ccc(C(=O)NC(=S)Nc2nc3c(s2)CC(C)CC3)cc1 (stereo unspecified) | 7 | 5.6%
CCCCOn1c(C)c(C(=O)OCC)c2c3no[n+]([O-])c3ccc21 | 12 | -2.8%
C#CC1(NC(=O)NCCCC)CCCCC1 | . | -3.3%
COC(=O)c1noc(C)c1-c1ccnn1C(=O)c1ccc(C)cc1 | 27 | -0.5%
CCn1c(SCC(=O)N2CCCC2)nc2c(c1=O)SC(C)C2 (stereo unspecified) | -8 | -3.4%
Cc1ccc(-c2cc(C(F)(F)F)c(C#N)c(SCC(=O)O)n2)cc1 | 9 | -2.2%
CC1(C)C2CCC(C2)C1(C)NC(=O)CNC1CCCCC1 (stereo unspecified) | -9 | 18%
CN(Cc1nc(C(c2ccccc2)c2ccccc2)no1)CC1COCCO1 (stereo unspecified) | -4 | 5.4%
O=C(CSc1ccc2nnc(CCNC(=O)c3ccccc3)n2n1)Nc1ccccc1F | -9 | 0.0%

More structures.
SMILES | Mtb RmlCD inh | M. tuberculosis GlmU
COc1cc(C2C(C(=O)Nc3ccc(F)cc3)=C(C)Nc3nc(CCCO)nn32)cc(OC)c1OC (stereo unspecified) | -7 | 2.0%
COC(=O)C1C(=O)C=C(Nc2ccc(F)cc2F)CC1c1ccccc1 (stereo unspecified) | 4 | 1.8%
Clc1ccc(OCc2nn3c(C4CCCCC4)nnc3s2)cc1 | . | 2.8%
NC(=O)/C=C\C(=O)Nc1cccc(C(F)(F)F)c1 | 15 | 2.6%
Cc1ccc(C(C(=O)NC(C)(C)C)N(Cc2ccccc2)C(=O)c2snc(C(N)=O)c2N)o1 (stereo unspecified) | -10 | -8.2%
Cc1ccc(S(=O)(=O)N2CCC(C(=O)N3CCC[C@H]3C(=O)NCc3ccco3)CC2)cc1 | 15 | 0.8%
O=C(CSc1nccc(=O)[nH]1)Nc1ccc(Br)c(Cl)c1 | -7 | 1.6%
CCCC(=O)Nc1nnc(Sc2ccc(N(C)C)cc2)s1 | . | -1.9%
Cc1ccc(S(=O)(=O)NC(=O)Nc2cc(C)on2)cc1 | 0 | 1.4%
Cc1ccc(CCNC(=O)C2CC(c3cccc(F)c3)=NO2)cc1 (stereo unspecified) | 1 | 1.4%
C/C(=N\NC1=NCCN1)c1ccc(Cl)cc1 | 16 | -5.0%
CCOc1cccc(CNn2cnnc2)c1OCc1ccccc1Cl | . | -2.6%
CCCCSc1nnc(CNC(=O)C23CC4CC(CC(C4)C2)C3)n1Cc1ccccc1 | 3 | -5.2%
O=C(C1CC1)N1CCN=C1SCc1ccccc1Cl | . | 2.3%
COc1cccc2sc(Nc3nc(-c4cc5ccccc5oc4=O)cs3)nc12 | 8 | 0.8%
CCOP(=O)(OCC)C(NC(=O)NC)C(N)=O (stereo unspecified) | -2 | -1.7%
CSCCC(NC(=O)c1ccc(Cl)cc1Cl)C(=O)OCC(N)=O (stereo unspecified) | . | 3.4%
Cc1cc(/C=N/NC(=O)CC#N)c(C)n1-c1ccc([N+](=O)[O-])cc1 | 28 | 4.5%
O=C(Nc1ccc2c(c1)OCO2)N1CCN(C/C=C/c2ccccc2)CC1 | 9 | 1.7%
CC(=O)C1=C(Nc2ccc(C)cc2)CC(C)(O)C(C(C)=O)C1c1ccco1 (stereo unspecified) | -7 | 1.0%
O=C(O)CC(c1cccc(Cl)c1)n1cccc1 (stereo unspecified) | 13 | 1.1%
O=C(N/N=C\c1coc2ccccc2c1=O)c1ccco1 | -3 | -1.4%
Cc1nc(C(=O)Nc2ccc(Cl)cc2)sc1C1(C)CC(c2cccc([N+](=O)[O-])c2)=NO1 (stereo unspecified) | . | -4.0%
O=C(NCCC1=CCCCC1)C(=O)NCc1ccccc1 | -13 | -0.7%
CCCOC(=O)C1[C@H]2C(=O)N(CC3CCCO3)C[C@]23C=C[C@H]1O3 (stereo partly specified) | 6 | -0.3%

Structures from the list above with fluorine, in the order listed:
SMILES | Mtb RmlCD inh | M. tuberculosis GlmU
Cc1ccc(-c2cc(C(F)(F)F)c(C#N)c(SCC(=O)O)n2)cc1 | 9 | -2.2%
O=C(CSc1ccc2nnc(CCNC(=O)c3ccccc3)n2n1)Nc1ccccc1F | -9 | 0.0%
COc1cc(C2C(C(=O)Nc3ccc(F)cc3)=C(C)Nc3nc(CCCO)nn32)cc(OC)c1OC (stereo unspecified) | -7 | 2.0%
COC(=O)C1C(=O)C=C(Nc2ccc(F)cc2F)CC1c1ccccc1 (stereo unspecified) | 4 | 1.8%
NC(=O)/C=C\C(=O)Nc1cccc(C(F)(F)F)c1 | 15 | 2.6%
Cc1ccc(CCNC(=O)C2CC(c3cccc(F)c3)=NO2)cc1 (stereo unspecified) | 1 | 1.4%

Part of the list above, in CSV form.
canonical_smiles,Mtb RmlCD inh,M. tuberculosis GlmU
C/C(=N\NC1=NCCN1)c1ccc(Cl)cc1,16,-5.0%
Clc1ccc(OCc2nn3c(C4CCCCC4)nnc3s2)cc1,.,2.8%

Following part:
SMILES | Mtb RmlCD inh | M. tuberculosis GlmU
O=C1NCCNC1(c1c[nH]c2ccccc12)C(F)(F)F (stereo unspecified) | 9 | 8.9%
CC(=O)Nc1cccc(Oc2ncnc3scc(-c4ccccc4)c23)c1 | 8 | -5.8%
NC(=O)N=Nc1c(O)[nH]c2c(Br)cc(Br)cc12 | -14 | -3.5%
C/C(Nc1ccccc1)=C(/C#N)C(N)=O | 4 | 7.5%
CCC(C)NC(=O)CSc1nc2scc(-c3ccccc3)c2c(=O)[nH]1 (stereo unspecified) | 7 | -5.2%
COc1ccc(C2C(C(=O)c3sc(C)nc3C)=C(O)C(=O)N2CCN(C)C)cc1 (stereo unspecified) | . | 0.7%
Cc1ccc([N+](=O)[O-])cc1NC(=O)Nc1cccc(F)c1 | -11 | 1.2%
CCOC(=O)c1ccc(NC(=O)C(=O)NCc2ccncc2)cc1 | -5 | 5.7%
Cc1ccc(-n2nnc(-c3cccnc3)n2)cc1 | . | 1.9%
CCN(CC)CCN1C(=O)C(O)=C(C(C)=O)C1c1ccc(OC)c(OC)c1 (stereo unspecified) | -1 | 3.7%
COc1cc2c(c(O)c1OC)-c1c(cc(OC)c(OC)c1OC)C[C@@H](C)[C@@H](C)C2 | 10 | 2.6%
Cc1cc2cc3c(cc2nc1SCc1ccc(C(=O)O)cc1)OCCO3 | -4 | 6.1%
C/C(=N\OCC(=O)Nn1c(C)nc2ccccc2c1=O)c1ccccc1 | -7 | 7.7%
CCN(CC)CCCN1C(=O)C(=O)/C(=C(/O)c2ccc(C)cc2)C1c1ccccn1 (stereo unspecified) | ? | 0.5%
Cc1ccc(NC(=O)c2ccc3ncsc3c2)cc1S(=O)(=O)N(C)C | . | 2.8%
Cc1ccc(C(=O)Nc2ccc(F)cc2F)o1 | . | -0.1%
CCN(CC)c1ccc(NC(=O)Cn2ncc3c(C)n(Cc4ccccc4F)c(C)c3c2=O)c(C)c1 | 41 | 5.4%
CC(Sc1sc(=S)sc1SC(C)C(=O)O)C(=O)O (stereo unspecified) | . | 4.4%
CN(CC(=O)NC1CCCCCC1)S(=O)(=O)c1ccc2c(c1)n(C)c(=O)c(=O)n2C | -10 | -8.0%
CN(C)C(CNC(=O)c1ccc2c(c1)S(=O)(=O)c1ccccc1C2=O)c1ccco1 (stereo unspecified) | -15 | 0.6%
CN(C)c1nn(C(=O)Nc2ccc(Cl)cc2Cl)cc1-c1ccccc1 | 22 | 1.0%
COc1ccc(Cl)cc1NC(=O)CN1CCc2ccccc21 | . | 1.2%
CC(Cc1ccccc1)C(=O)N(C)Cc1cccnc1 (stereo unspecified) | . | -3.4%
c1cncc(-c2nc(N3CCOCC3)c3ccccc3n2)c1 | . | 5.9%
Cc1nn2c(-c3ccc(Cl)cc3Cl)nnc2s1 | . | 0.6%

Continued.
SMILES | Mtb RmlCD inh | M. tuberculosis GlmU
O=C(Cn1cc(/C=N/NC(=O)c2cccc3ccccc23)c2ccccc21)Nc1ccc(F)cc1 | 4 | -1.4%
COc1cccc(CC2(CO)CCN(Cc3ccc(NC(C)=O)cc3)CC2)c1 | -3 | -5.4%
O=C(c1nnsc1S(=O)c1ccc(Cl)cc1)N1CCOCC1 (stereo unspecified) | -3 | 181µM*
CCOC(=O)c1nnsc1NC(=O)Nc1ccc(OC)cc1 | . | -1.4%
O=C(CN1CCCC1)Nc1ccc(Cl)cc1C(F)(F)F | -12 | 5.2%
COc1cccc(/C=N/NC(=S)NC2CC3CC2C2C=CCC32)c1O (stereo unspecified) | -9 | 2.1%
CS(=O)(=O)N1CCCC(C(=O)NCc2ccccc2Cl)C1 (stereo unspecified) | . | 0.9%
CCn1cc(S(=O)(=O)CC(=O)Nc2ccc(OC)cc2)c2ccccc21 | -1 | -2.2%
C=CCN1C(=O)C2C(C(=O)NCc3ccccc3)C3C=CC2(O3)C1C(=O)NC(C)(C)C (stereo unspecified) | -4 | 0.6%
Cc1cccc(NC(=O)CSc2nc(C)nc3c2c(=O)n(C)c(=O)n3C)c1 | -6 | -3.1%
O=C(c1cccs1)N1CCCC(c2nc(-c3ccc(F)cc3)no2)C1 (stereo unspecified) | . | -3.0%
COC(=O)c1ccccc1NC(=O)c1ccc(COc2ccccc2)o1 | . | 1.6%
Cc1[nH]nc2c1C(c1ccc3c(c1)OCO3)C(C#N)=C(N)O2 (stereo unspecified) | -10 | 3.7%
O=C(NNC(=O)c1cc(-c2ccco2)nc2ccccc12)c1ccccc1 | 40 | .
O=C(/C=C/c1ccc(F)cc1)N1CCN(S(=O)(=O)/C=C/c2ccccc2)CC1 | 11 | 1.0%
c1ccc(-n2nnc(-c3cccnc3)n2)cc1 | . | 1.8%
CC(=O)c1cccc(NC(=O)N2CCC(NC(=O)C34CC5CC(CC(C5)C3)C4)CC2)c1 | 2 | 1.6%
CC(O)CNc1nc2ccccc2n1CC(=O)NCCc1ccc(Cl)cc1 (stereo unspecified) | . | -2.2%
CCc1nc2ccccc2n1CC1CC1(Cl)Cl (stereo unspecified) | -9 | 0.5%
O=C(Nc1nnc(-c2ccc3c(c2)CCCC3)o1)c1ccccc1Cl | -10 | -1.5%
COC(=O)C1CCCCN1C(=O)CCc1nnc(CCc2c[nH]c3ccccc23)o1 (stereo unspecified) | . | -0.7%
Cc1ccc(C)c(N2CN(Cc3cccnc3)CNC2=S)c1 | . | 3.1%
Cc1cccc(C(=O)NCC2CCCO2)c1 (stereo unspecified) | . | 0.5%
Cc1ccc(OCC(=O)N2c3ccccc3NC(=O)C2(C)C)c([N+](=O)[O-])n1 | 6 | 2.8%
COc1ccc(C(=O)Nc2nc(-c3ccc([N+](=O)[O-])cc3)c(-c3ccc(OC)cc3)s2)cc1 | -8 | 5.3%
CCOC(=O)c1sc(/N=C/c2ccc(O)cc2O)cc1C | 23 | -2.8%
CC(C)(C)C(=O)Cn1c[n+](N)cn1 | -2 | 3.1%

Given in CSV form: 5 of the compounds above
SMILES,Mtb RmlCD inh,M. tuberculosis GlmU
COc1cccc(CC2(CO)CCN(Cc3ccc(NC(C)=O)cc3)CC2)c1,-3,-5.4%
O=C(c1nnsc1S(=O)c1ccc(Cl)cc1)N1CCOCC1 (stereo unspecified),-3,181µM*
CCOC(=O)c1nnsc1NC(=O)Nc1ccc(OC)cc1,.,-1.4%
O=C(CN1CCCC1)Nc1ccc(Cl)cc1C(F)(F)F,-12,5.2%
COc1cccc(/C=N/NC(=S)NC2CC3CC2C2C=CCC32)c1O (stereo unspecified),-9,2.1%
